M5 antag: human M5 muscarinic receptor antagonists, primary screen, CHO cells, Fluo-8 calcium fluorescence; inhibition, % at 3 µM; 0.59% of 360,000 active; CHO-hM5 cells, ACh EC80;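 active = inhibition above a per-plate cutoff, the mean of that plate's test compounds plus 3 SD, cut at about 27% in these data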;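 also: 0% = acetylcholine EC80 with DMSO and 100% = DMSO without agonist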
Target sequence (P08912 whole entry, looked up): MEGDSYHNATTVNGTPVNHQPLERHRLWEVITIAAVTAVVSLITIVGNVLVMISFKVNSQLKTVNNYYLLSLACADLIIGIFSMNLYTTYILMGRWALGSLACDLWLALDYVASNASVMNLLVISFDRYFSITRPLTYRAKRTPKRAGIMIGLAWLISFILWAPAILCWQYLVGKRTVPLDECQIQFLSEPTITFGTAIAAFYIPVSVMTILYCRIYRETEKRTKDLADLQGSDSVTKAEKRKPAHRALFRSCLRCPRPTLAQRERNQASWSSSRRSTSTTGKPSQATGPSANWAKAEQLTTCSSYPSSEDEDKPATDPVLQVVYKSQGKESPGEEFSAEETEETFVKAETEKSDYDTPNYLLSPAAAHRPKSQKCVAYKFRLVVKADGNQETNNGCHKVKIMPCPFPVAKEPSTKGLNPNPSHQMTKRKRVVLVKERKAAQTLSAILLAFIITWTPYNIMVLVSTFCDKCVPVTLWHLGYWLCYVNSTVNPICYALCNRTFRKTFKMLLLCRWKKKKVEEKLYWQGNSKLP
CHRM4 agonist: human M4 muscarinic receptor agonists, primary screen, CHO-K1 cells, Fluo-8 calcium fluorescence; 0.14% of 360,000 active; activation, % at 3 µM; CHO-K1 hM4/Gqi5; vehicle 0%, full acetylcholine response 100%; Muscarinic acetylcholine receptor M4 (Homo sapiens), P08173;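 active = activation above the run mean over all test wells plus 3 SD, cut at about 32% in these data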;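 also: peak over basal fluorescence ratio per well then scaled between controls; 0% = DMSO wells and 100% = acetylcholine at EC100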
Target sequence (P08173 whole entry, looked up): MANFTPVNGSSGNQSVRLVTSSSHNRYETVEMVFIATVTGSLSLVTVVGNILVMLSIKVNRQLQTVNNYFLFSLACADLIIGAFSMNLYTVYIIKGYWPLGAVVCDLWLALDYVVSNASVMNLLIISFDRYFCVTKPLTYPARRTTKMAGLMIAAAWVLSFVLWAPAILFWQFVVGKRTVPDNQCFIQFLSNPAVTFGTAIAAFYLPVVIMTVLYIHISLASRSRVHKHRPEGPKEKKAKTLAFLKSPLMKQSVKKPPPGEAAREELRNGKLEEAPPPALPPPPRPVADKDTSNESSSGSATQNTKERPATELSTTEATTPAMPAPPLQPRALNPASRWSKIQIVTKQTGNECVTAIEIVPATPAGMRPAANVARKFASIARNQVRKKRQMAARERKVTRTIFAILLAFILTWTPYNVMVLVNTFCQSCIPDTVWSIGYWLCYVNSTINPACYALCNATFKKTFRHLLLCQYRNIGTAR
CHRM1 agonist: human M1 muscarinic receptor agonists, primary screen, Fluo-8 calcium fluorescence, CHO-K1 cells, HTS; CHO-K1 hM1, agonist mode; 0% DMSO, 100% acetylcholine EC100; activation, % at 3 µM; 0.33% of 360,000 active;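 active = activation above the run's mean compound activation plus 3 SD, cut at about 16% in these data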;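 also: peak over basal fluorescence ratio within a 140 s kinetic read after compound addition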
M4 antag: human M4 muscarinic receptor antagonists, primary screen, CHO cells, Fluo-8 calcium fluorescence; CHO-hM4 cells, ACh EC80; Muscarinic acetylcholine receptor M4 (Homo sapiens), P08173; 0.73% of 360,000 active; AID 624125, 2012; inhibition, % at 3 µM;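 active = inhibition above its plate's cutoff, the mean inhibition of sample wells plus 3 SD, cut at about 27% in these data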;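 also: 0% = acetylcholine EC80 with DMSO and 100% = DMSO without agonist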
CHRM1 antagonist: human M1 muscarinic receptor antagonists, primary screen, CHO-K1 cells, Fluo-8 calcium fluorescence, 1536-well; Muscarinic acetylcholine receptor M1 (Homo sapiens), P11229; 1.3% of 360,000 active; AID 588852, 2011; CHO-K1 hM1, ACh EC80 antagonist; inhibition, % at 3 µM;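 active = percent inhibition above its own plate's cutoff, namely the mean of that plate's compound wells plus 3 SD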;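 also: peak over basal fluorescence ratio during 140 s after agonist addition; 0% = ACh EC80 plus DMSO and 100% = DMSO alone without agonist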
M1 PAM: human M1 muscarinic receptor positive allosteric modulators, primary screen, CHO-K1 cells, Fluo-8 calcium fluorescence, 1536-well. CHO-K1 hM1, ACh EC20; 0% = ACh EC20, 100% = maximal ACh. AID 588819, 2011. activation, % at 3 µM. Muscarinic acetylcholine receptor M1 (Homo sapiens), P11229. 0.088% of 360,000 active; in the data active = activation above about 19%, passing the limit was not always enough
CHRM5 agonist: human M5 muscarinic receptor agonists, primary screen, CHO-K1 cells, Fluo-8 calcium fluorescence; Muscarinic acetylcholine receptor M5 (Homo sapiens), P08912; CHO-K1 hM5 cells; 0% DMSO wells, 100% maximal acetylcholine response; activation, % at 3 µM; 0.19% of 360,000 active;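 active = activation above the run's mean over test compounds plus 3 SD, cut at about 23% in these data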;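 also: signal is peak over basal fluorescence ratio across the kinetic read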
CHRM5 PAM: human M5 muscarinic receptor positive allosteric modulators, primary screen, CHO-K1 cells, Fluo-8 calcium fluorescence; Muscarinic acetylcholine receptor M5 (Homo sapiens), P08912; CHO-K1 hM5, ACh EC20 PAM; 0% = ACh EC20, 100% = ACh EC100; activation, % at 3 µM; 0.3% of 360,000 active; AID 624038, 2012;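 active = activation above the run cutoff, the mean activation of all test compounds plus 3 SD, cut at about 18% in these data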
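Assay system – human M5 receptor in CHO-K1 cells · Read-out – % activation, ACh-normalized · Technique – Fluo-8 calcium fluorescence · Dosing – single-point, 3 µM nominal · Incubation – Fluo-8 loading 80 min at 37 °C plus 30 min room temperature · Repeats – singlicate, one well per test compound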
TAAR1 agonist: human TAAR1 agonists, primary screen, Fluo-8 calcium fluorescence, CHO RD-HGA16 cells | activation, % at 3 µM | Trace amine-associated receptor 1 (Homo sapiens), Q96RJ0 | vehicle wells 0%, saturating PEA agonist 100% | 0.99% of 360,000 active;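 active = activation above the mean activation of all test compounds in the run plus 3 SD, cut at about 38% in these data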
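Benchmarks: low control DMSO, high control PEA (EC100); System: CHO RD-HGA16 cells carrying human TAAR1 plus Gα16; Detection: Fluo-8 fluorescence, 5 s baseline then 140 s kinetic read; Schedule: 17-24 h plating, Fluo-8 75 min 37 °C, 30 min RT; Read-out basis: % activation from peak over basal fluorescence ratio, DMSO-to-PEA scaled.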
Numbers without * were called inactive. Not all compounds are listed; rates above refer to the full screens.

Fields: CHRM1 agonist | CHRM5 agonist | M5 antag | CHRM1 antagonist | CHRM5 PAM | TAAR1 agonist | M4 antag | M1 PAM | CHRM4 agonist
- COc1ccc(S(=O)(=O)N2CCCC2CNC(=O)C(=O)NCc2ccccc2Cl)cc1 (stereo unspecified)
 : -7 | -3 | 7 | 8 | 0 | 10 | 7 | -5 | 2
- COc1ccc(CNS(=O)(=O)c2ccc(F)cc2Br)cc1
 : -4 | 1 | 18 | -7 | -4 | -1 | -2 | 2 | 2
- FC(F)(F)c1nc(SCc2ccccc2)n[nH]1
 : -1 | 3 | -7 | -10 | 13 | 1 | 3 | 16 | 1
- O=C(Nc1cc(Cl)cc(Cl)c1)C1CCCC1
 : -4 | -4 | 11 | 6 | -8 | 3 | 0 | -7 | 4
- COc1ccc(-n2ncc3c2CC(C)(C)CC3NC(=O)CN2CCOC2=O)cc1 (stereo unspecified)
 : -2 | -1 | 2 | 18 | 1 | 0 | 3 | 3 | 0
- CCOc1cc2[nH]c(=S)n(Cc3ccc(C(=O)NCC(OC)OC)cc3)c(=O)c2cc1OCC
 : -4 | -2 | -1 | 2 | 1 | 1 | -3 | 3 | 1
- Cc1ccccc1C(=O)NC(=S)NCCc1ccccc1
 : -12 | -4 | 2 | 0 | -1 | -1 | 6 | 1 | -1
- O=C(NC1CCCCC1)C(c1cccs1)N(C(=O)Cc1c[nH]c2ccccc12)c1ccc(F)cc1 (stereo unspecified)
 : -6 | -1 | 6 | -7 | -1 | 7 | -1 | -4 | -2
- COc1ccc(C)cc1Nc1n[n+](-c2ccccc2)c(-c2cccc(Cl)c2Cl)s1
 : -9 | -10 | 5 | 5 | -14 | 0 | -2 | -5 | 3
- O=C(Nc1ccccc1)O/N=C/c1ccc(F)cc1
 : -3 | -4 | -14 | -22 | 7 | 5 | 3 | 7 | 0

(continued)
Fields: CHRM1 agonist | CHRM5 agonist | M5 antag | CHRM1 antagonist | CHRM5 PAM | TAAR1 agonist | M4 antag | M1 PAM | CHRM4 agonist
- Cc1ccc(-c2cc(C(=O)Nc3cnn(C(C)C)c3)no2)cc1
 : 0 | 26* | -2 | 16 | -14 | 10 | 5 | -3 | 7
- CNc1cc(-n2nc(C)cc2-c2ccccc2)ncn1
 : -3 | -2 | 2 | -13 | -7 | 1 | 7 | 0 | 0
- COCCNC(=O)C1CCCN(C(=O)c2ccc3ccccc3n2)CC1 (stereo unspecified)
 : -2 | 1 | 2 | -11 | -3 | 2 | -5 | 5 | 1
- COCCn1c(SCC(=O)N2CCCC2)nc2c([nH]c3ccccc32)c1=O
 : -6 | -1 | 4 | -9 | -4 | 1 | -13 | 9 | 3
- CC1CCc2nc3ccccc3c(C(=O)OCC(=O)N3CCc4ccccc43)c2C1 (stereo unspecified)
 : -6 | -2 | 7 | 16 | -8 | 1 | -2 | -10 | 5
- Cc1nn(-c2ccccc2)c(Cl)c1C(=O)OC(C)C(=O)NC(=O)NC1CCCCC1 (stereo unspecified)
 : -1 | -7 | -7 | -6 | 0 | 3 | -8 | -5 | -1
- Cc1ccc(-c2nc(CS(=O)CC(=O)NCc3ccc(Cl)cc3)c(C)o2)cc1 (stereo unspecified)
 : -4 | -2 | -3 | -12 | -1 | -1 | -15 | 3 | 0
- COc1ccc2c(CC(=O)NCCN3C(=O)S/C(=C\c4cccnc4)C3=O)coc2c1
 : -7 | 2 | 1 | 6 | -7 | 7 | 4 | -7 | 7
- O=c1c2cn(Cc3ccccc3)c3ccccc3c-2nn1Cc1ccc(F)cc1Cl
 : 20* | 0 | -2 | -9 | 11 | -2 | 15 | 31* | 1
- CSc1ccc(/C=N/NC(=O)c2ccc3nc[nH]c3c2)cc1
 : -1 | 3 | 11 | 16 | -9 | 13 | 11 | -5 | 15

Brought forward from above: two compounds, followed by the next part.
Fields: CHRM1 agonist | CHRM5 agonist | M5 antag | CHRM1 antagonist | CHRM5 PAM | TAAR1 agonist | M4 antag | M1 PAM | CHRM4 agonist
- O=c1c2cn(Cc3ccccc3)c3ccccc3c-2nn1Cc1ccc(F)cc1Cl
 : 20* | 0 | -2 | -9 | 11 | -2 | 15 | 31* | 1
- CSc1ccc(/C=N/NC(=O)c2ccc3nc[nH]c3c2)cc1
 : -1 | 3 | 11 | 16 | -9 | 13 | 11 | -5 | 15
- CCOc1ccc(C(=O)CN2CCN(S(=O)(=O)c3ccc(F)cc3)CC2)cc1
 : -3 | -3 | 7 | -3 | 6 | 17 | -12 | -3 | 4
- COc1ccc(CNC(=O)c2coc(=O)c3ccccc23)c(OC)c1
 : -6 | 3 | 3 | 1 | 1 | 2 | -1 | 2 | 4
- CCOC(=O)c1c(C)[nH]c(C)c1C(=O)COC(=O)[C@@H]1CCCN1S(=O)(=O)c1ccc(Cl)cc1
 : -5 | 4 | 5 | 6 | -6 | 11 | 6 | -2 | 6
- CN(C)c1ccc(P(=O)(OC2CCCCC2)C(Nc2ccccc2)c2cccnc2)cc1 (stereo unspecified)
 : -2 | 1 | 7 | -10 | -1 | 7 | 2 | 6 | 0
- CSc1ccc(S(=O)(=O)N2CCC(C(=O)Nc3ccc(C(N)=O)cc3)CC2)cc1
 : -4 | -3 | 1 | -10 | 6 | 5 | 13 | 11 | 0
- CN(C)c1cccc(CNC(=O)c2csc([C@@H]3O[C@H](CO)[C@@H](O)[C@H]3O)n2)c1
 : -2 | 0 | -1 | -13 | 3 | 0 | -15 | 7 | 1
- CCCOc1ccc(C(C)=O)cc1CSc1nc(O)cc(=O)[nH]1
 : -6 | -7 | -4 | -11 | 10 | 9 | 10 | 9 | -1
- CCc1nn2c(NCCOC)cc(C)nc2c1-c1ccc(F)cc1
 : -6 | -5 | 5 | 7 | 1 | -3 | 7 | -2 | -1
- Nc1ccc2nc(CCCCCCCCc3nc4ccc(N)cc4[nH]3)[nH]c2c1
 : -5 | -6 | -8 | 1 | -2 | 14 | 5 | 4 | 1
- CCOC(=O)C1(CCc2ccccc2)CCN(C2Cc3ccccc3C2)CC1
 : -13 | -10 | 41* | 21 | -20 | 5 | 1 | -32 | 3

Additional structures:
Fields: CHRM1 agonist | CHRM5 agonist | M5 antag | CHRM1 antagonist | CHRM5 PAM | TAAR1 agonist | M4 antag | M1 PAM | CHRM4 agonist
- CCn1cc(C(=O)NCCc2ccccc2)c(=O)c2cc(F)c(N3CCN(C)CC3)cc21
 : -7 | -5 | 6 | 11 | -21 | 6 | 9 | 1 | 2
- O=C(NCc1ccco1)c1cc(S(=O)(=O)N2CCCc3ccccc32)ccc1Cl
 : -5 | -8 | -1 | 7 | -13 | 8 | -4 | -3 | 5
- O=C(c1ccco1)N1CCN(C(=S)Nc2ccccc2C(F)(F)F)CC1
 : 1 | -7 | -10 | -11 | 5 | 5 | -6 | 19 | 0
- Cc1cc2c(c(=O)n1Cc1ccccn1)C(c1ccc3c(c1)OCO3)C(C#N)=C(N)O2 (stereo unspecified)
 : -3 | 0 | -1 | -5 | -2 | 5 | -10 | 5 | 1
- CN1CC(c2ccccc2)C2(COc3ccccc3C2=O)C12C(=O)Nc1ccccc12 (stereo unspecified)
 : -5 | -1 | -5 | -7 | -6 | 2 | -13 | 5 | 0
- OCCN1CCN(c2nc(-c3ccccc3O)nc3ccccc23)CC1
 : -4 | 0 | 13 | -8 | -9 | 15 | -11 | 6 | 16
- O=C(O)CCN=CC1=C(O)CC(c2ccccc2)CC1=O (stereo unspecified)
 : -2 | -1 | -1 | -17 | 8 | 5 | 6 | 12 | 1
- COc1ccc(-c2ccc(C(=O)Nc3ccc(C(C)C)cc3)c3occc23)c(C)c1
 : 2 | 1 | 4 | -16 | -2 | 2 | -15 | 10 | 1
- CCO[C@H]1OC(C(=O)NC2CC2)=C[C@@H](c2coc3ccccc3c2=O)[C@@H]1CCCO
 : -1 | 1 | 19 | -17 | -3 | 6 | -4 | 8 | 1
- COc1ccc([N+](=O)[O-])cc1NC(=O)CC(c1ccccc1)c1ccccc1
 : -10 | -4 | 10 | 23 | -13 | 1 | 10 | -12 | 3

Later entries:
Fields: CHRM1 agonist | CHRM5 agonist | M5 antag | CHRM1 antagonist | CHRM5 PAM | TAAR1 agonist | M4 antag | M1 PAM | CHRM4 agonist
- CCOC(=O)N1CCN(C(=O)C2CCN(Cc3cccc(OCc4ccccc4)c3)CC2)CC1
 : -15 | -7 | 14 | 1 | -10 | 0 | 11 | -20 | 2
- O=C(COc1ccccc1)Nc1cccc2c1CCCC2
 : -3 | -3 | 0 | -5 | -2 | 9 | 4 | 6 | -2
- CCOc1ccc(C(C)=O)cc1COc1ccc(-c2nnco2)cc1
 : -5 | -5 | 1 | -12 | 3 | -2 | -7 | 9 | 3
- Cc1cccc(C)c1N1CCN(C(=O)Cn2cncn2)CC1
 : 8 | -1 | 8 | -9 | 6 | 12 | -7 | 11 | 1
- CC(C)c1nc(Cl)c(C#N)c2c1CCCC2
 : -7 | -4 | 4 | 3 | 3 | 5 | 7 | 4 | 0
- CC(C)CN1CCC(=O)N(CCO)CC1
 : -3 | 0 | 24 | -4 | -12 | 5 | 5 | -1 | -1
- CCN1C(=NCCCOC(C)C)N[C@@H](c2ccccc2)[C@H](C(=O)OC)[C@H]1C
 : -9 | -4 | 15 | 0 | 2 | 3 | 10 | -1 | 1
- CCOC(=O)C1Cn2c(nc3c(c2=O)C(C)(C)Cc2ccccc2-3)S1 (stereo unspecified)
 : -5 | -10 | 4 | -1 | -15 | 0 | -8 | -2 | 0
- CC1=NN(C(N)=S)C(=O)C1N=Nc1cccc(Cl)c1 (stereo unspecified)
 : 0 | 1 | 6 | -7 | -5 | 3 | -12 | 0 | 1
- COc1ccc(S(=O)(=O)Nc2ccc(N3CCOCC3)cc2)cc1[N+](=O)[O-]
 : -6 | 0 | 0 | 5 | -1 | 0 | 2 | -2 | 0

(listing goes on)
Fields: CHRM1 agonist | CHRM5 agonist | M5 antag | CHRM1 antagonist | CHRM5 PAM | TAAR1 agonist | M4 antag | M1 PAM | CHRM4 agonist
- Cc1ccc(CNc2cccnc2)cc1
 : -7 | -8 | 4 | -10 | -1 | 0 | -7 | 4 | 1
- O=C(O)c1ccc(Nc2nc3c(s2)CCCC3)cc1
 : -7 | 0 | -2 | -2 | 1 | 3 | 4 | 6 | 1
- CCCCC(=O)N(C)c1c(CC)nc2c(OCC(=O)N(C)C)cccn12
 : -6 | -1 | 9 | -11 | -3 | 0 | 10 | 1 | 0
- O=C(NC1CCCCCCC1)c1c(O)c2ccccc2[nH]c1=O
 : -5 | -1 | 4 | 0 | -1 | 13 | -5 | 4 | 0
- CC(=O)Nc1cc(NC(=O)C2C3C=CC(C3)C2C(=O)O)ccc1Cl (stereo unspecified)
 : -7 | -6 | -7 | -10 | 17 | 17 | -14 | 7 | 1
- Cn1c(=O)c(C(=O)c2ccccc2)nc2ccccc21
 : -4 | -6 | -1 | -13 | -1 | 10 | 2 | 6 | 0
